Source: PubChem BioAssay
TRPML3 agonist – agonists of human TRPML3 channel. AID 1448. hit rate 0.29% among 220,000. HEK293 TRPML3-YFP, Fluo-8 calcium fluorescence; 100% = the carbachol control signal. activation, % at 3 µM. Q8TDD5;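 active = activation above its plate's cutoff, the mean activation of the plate's test wells plus 3 SD, cut at about 12% in these data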;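 note: 0% = DMSO only wells and 100% = carbachol wells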
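Test system: TRPML3-YFP stable HEK293 cells. Doses: single point at 3 µM. Incubation: dye loading 1 h 37 °C then 30 min ambient, 125 s read. Signal: Fluo-8 calcium dye fluorescence, ex 470-495, em 515-575 nm. Measure: percent activation from peak-to-basal fluorescence ratio, scaled between DMSO and carbachol.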
zfTRPN1 agonist – zebrafish TRPN1 (NompC) channel agonism; HEK293 zebrafish TRPN1-YFP, Fluo-8 calcium fluorescence; 100% = response to 87 µM carbachol; activation, % at 3 µM; hit rate 0.18% among 220,000; AID 1424;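 active = activation above its plate's cutoff, the mean activation of test wells on that plate plus 3 SD, cut at about 19% in these data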;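 note: 0% = DMSO alone and 100% = 87 µM carbachol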
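Material: zebrafish TRPN1-YFP in HEK293 cells. Doses: one dose of 3 µM, 0.3% DMSO. Incubation: dye 1 h 37 °C plus 30 min RT. Measured by: intracellular calcium fluorescence with Fluo-8.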
BaF3 parental – counter-screen for JAK2V617F inhibitors: parental Ba/F3 viability inhibitors. CellTiter-Glo ATP luminescence. AID 1486. hit rate 1.1% among 220,000. inhibition, % at 5.6 µM;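 active = inhibition above a per-campaign cutoff, the mean inhibition of all tested compounds plus 3 SD, cut at about 27% in these data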;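 note: 0% = DMSO wells and 100% = JAK Inhibitor I control wells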
TNF death inh – inhibitors of TNF-alpha induced necroptosis in Jurkat FADD-/- cells. Jurkat FADD-/- TNF necroptosis rescue, ATP luminescence, 24 h; 0 = TNF only, 100 = no-TNF cells. activation (protection from cell death), % at 10 µM. hit rate 0.068% among 220,000;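 active = activation, meaning protection from cell death, of at least 50% relative to plate controls; inactive = activation below 50%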;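 note: necroptosis triggered by 40 ng/mL TNF-alpha added together with compound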
Ba/F3 V617F tox – lowers viability of Ba/F3 cells expressing EpoR and JAK2V617F; hit rate 1.1% among 220,000; ATP luminescence; inhibition, % at 5.6 µM; AID 1446;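 active = inhibition above the campaign mean plus 3 SD over all tested compounds, cut at about 24% in these data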;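 note: cytokine-independent growth of Ba/F3 cells driven by EpoR plus mutant JAK2; 0% = DMSO-treated cells and 100% = JAK inhibitor I control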
CHOP inhibitor – blocks CHOP induction under ER stress. CHO-K1 CHOP-promoter luciferase, tunicamycin-induced, 15-18 h. inhibition, % at 10 µM. hit rate 3.8% among 220,000;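 active = compounds that reduced the stress-induced luciferase reporter signal by more than about 70% of percent inhibition, limit read from the data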;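 note: 0% = tunicamycin plus vehicle and 100% = wells without tunicamycin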
RBBP9 inh – blocks human serine hydrolase RBBP9; O75884; recombinant RBBP9, FP-Rh probe fluorescence polarization; inhibition, % at 7.94 µM; hit rate 0.2% among 220,000;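 active = inhibition above the campaign mean of all tested compounds plus 3 SD, cut at about 14% in these data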;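 note: plate controls were DMSO wells with RBBP9 for no effect and wells lacking RBBP9 protein for full effect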
Target sequence (O75884 whole entry, looked up): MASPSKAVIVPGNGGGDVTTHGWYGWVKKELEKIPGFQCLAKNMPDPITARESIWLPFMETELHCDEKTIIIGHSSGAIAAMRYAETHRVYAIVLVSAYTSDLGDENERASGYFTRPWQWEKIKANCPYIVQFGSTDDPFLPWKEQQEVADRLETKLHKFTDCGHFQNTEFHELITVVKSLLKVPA
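Test system – recombinant human RBBP9 · Input – RBBP9 2.5 µM in dispensing solution, pre-mixing · Medium – Tris buffer pH 8.0, NaCl, Pluronic · Schedule – preincubation 30 min plus labeling 45 min at 25 °C · Measured by – fluorescence polarization · Measure – % inhibition · Controls – DMSO and no-protein wells · Replicates – one well per compound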
Wee1 stabilizer – human Wee1 degradation inhibition, primary screen; hit rate 1.2% among 220,000; HeLa Luc-Wee1K328M stability, luciferase luminescence; 100% = proteasome inhibitor MG132 effect; reporter increase, % at 5 µM;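 active = activation above the mean of all tested compounds plus 3 SD, set per screening run, cut at about 8.8% in these data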;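 note: cells exposed to compound for 20 h before luminescence read; 0% = DMSO alone and 100% = MG132 at 30 µM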
Target sequence (P30291 whole entry K328M): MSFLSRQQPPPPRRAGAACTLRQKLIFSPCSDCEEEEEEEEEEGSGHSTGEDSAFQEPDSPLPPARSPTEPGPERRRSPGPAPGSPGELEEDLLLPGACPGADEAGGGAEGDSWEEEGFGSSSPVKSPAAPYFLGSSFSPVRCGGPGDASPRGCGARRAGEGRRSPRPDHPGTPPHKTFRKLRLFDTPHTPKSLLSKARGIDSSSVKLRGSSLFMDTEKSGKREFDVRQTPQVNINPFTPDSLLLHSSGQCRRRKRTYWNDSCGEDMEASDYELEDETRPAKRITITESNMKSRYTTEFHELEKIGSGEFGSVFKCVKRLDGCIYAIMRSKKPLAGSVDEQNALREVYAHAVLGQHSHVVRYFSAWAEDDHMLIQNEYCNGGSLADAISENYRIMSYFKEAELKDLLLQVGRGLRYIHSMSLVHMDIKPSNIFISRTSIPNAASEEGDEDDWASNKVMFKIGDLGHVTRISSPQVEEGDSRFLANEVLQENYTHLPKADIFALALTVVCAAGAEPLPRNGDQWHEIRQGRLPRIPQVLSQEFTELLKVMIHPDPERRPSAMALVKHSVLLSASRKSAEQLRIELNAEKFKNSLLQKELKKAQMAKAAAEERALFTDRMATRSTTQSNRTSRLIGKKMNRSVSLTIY
PPC-1+TRAIL kill – compounds killing PPC-1 cancer cells with TRAIL present (potentiator screen, no TRAIL-free arm); PPC-1 cells + TRAIL, ATPLite viability luminescence; cell killing (% activity), % at 4 µM; hit rate 0.41% among 220,000; AID 1443;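 active = cell killing above 50% in the first pass at 4 µM, then a duplicate retest at 5 µM averaging 50% or more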;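 note: plate controls were cells with TRAIL plus DMSO for no effect and medium-only wells lacking cells for full effect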
* = called active by the depositor. Random draw from the library (roughly 6.8% active in at least one column).

Start of the data: the first two records, ahead of the listing:
Screening O=C(NCCC1=CCCCC1)c1cc2ccccc2oc1=O returned TRPML3 agonist 1.0, zfTRPN1 agonist 0.6, BaF3 parental -3, TNF death inh 1.3, Ba/F3 V617F tox 2, CHOP inhibitor -15, RBBP9 inh -4, Wee1 stabilizer 2 and PPC-1+TRAIL kill -8.
Screening O=S(=O)(NCc1ccccc1Cl)c1cccs1 returned TRPML3 agonist 0.0, zfTRPN1 agonist -0.9, BaF3 parental 10, TNF death inh -0.7, Ba/F3 V617F tox 3, CHOP inhibitor 5, RBBP9 inh 1 and Wee1 stabilizer 3.

All compounds of this part, from the first entry:
Screening O=C(NCCC1=CCCCC1)c1cc2ccccc2oc1=O returned TRPML3 agonist 1.0, zfTRPN1 agonist 0.6, BaF3 parental -3, TNF death inh 1.3, Ba/F3 V617F tox 2, CHOP inhibitor -15, RBBP9 inh -4, Wee1 stabilizer 2 and PPC-1+TRAIL kill -8.
Screening O=S(=O)(NCc1ccccc1Cl)c1cccs1 returned TRPML3 agonist 0.0, zfTRPN1 agonist -0.9, BaF3 parental 10, TNF death inh -0.7, Ba/F3 V617F tox 3, CHOP inhibitor 5, RBBP9 inh 1 and Wee1 stabilizer 3.
`C[C@@H]1CN(c2nc3nonc3nc2N2CCSCC2)C[C@H](C)O1` gave TRPML3 agonist -0.5, zfTRPN1 agonist -2.1, BaF3 parental 6, TNF death inh 0.8, Ba/F3 V617F tox -1, CHOP inhibitor -10, RBBP9 inh 4, Wee1 stabilizer 3 and PPC-1+TRAIL kill 4.
O=C(N/N=C/c1cn(-c2ccccc2)nc1-c1cc2ccccc2o1)c1cccnc1 was read as TRPML3 agonist 1.1, zfTRPN1 agonist 0.1, BaF3 parental 6, TNF death inh -3.6, Ba/F3 V617F tox -3, CHOP inhibitor 65, RBBP9 inh -8, Wee1 stabilizer 0 and PPC-1+TRAIL kill 34.
`Cc1ccc(/C=C/C(=O)O)cc1S(=O)(=O)Nc1ccccc1C(=O)O` gave TRPML3 agonist 0.0, zfTRPN1 agonist 1.4, BaF3 parental 8, TNF death inh 0.1, Ba/F3 V617F tox 3, CHOP inhibitor 9, RBBP9 inh -3, Wee1 stabilizer 3 and PPC-1+TRAIL kill 10.
`Cc1cc(C)nc(N/C(=N\S(=O)(=O)Cc2ccccc2)Nc2ccc(F)c(Cl)c2)n1` gave TRPML3 agonist 0.6, zfTRPN1 agonist 0.4, BaF3 parental 4, TNF death inh 4.8, Ba/F3 V617F tox -1, CHOP inhibitor 5, RBBP9 inh -5, Wee1 stabilizer 3 and PPC-1+TRAIL kill 16.
`CCCOc1ccc(CC2CCC(=O)NC2=O)cc1` (stereo not given) gave TRPML3 agonist -0.3, zfTRPN1 agonist 0.0, BaF3 parental 8, TNF death inh 1.7, Ba/F3 V617F tox -1, CHOP inhibitor 18, RBBP9 inh -7, Wee1 stabilizer -1 and PPC-1+TRAIL kill 6.
COC(=O)c1ccc(-c2nc3ccccc3[nH]2)cc1 was read as TRPML3 agonist 0.5, zfTRPN1 agonist 2.8, BaF3 parental 7, TNF death inh -11, Ba/F3 V617F tox 3, CHOP inhibitor -5, RBBP9 inh -10, Wee1 stabilizer 1 and PPC-1+TRAIL kill 36.
COc1cc(CNCC2CCCO2)ccc1OCC(N)=O (stereo not given) was read as TRPML3 agonist 0.3, zfTRPN1 agonist 1.0, BaF3 parental 5, TNF death inh -0.2, Ba/F3 V617F tox -2, CHOP inhibitor 11, RBBP9 inh -1, Wee1 stabilizer -1 and PPC-1+TRAIL kill 7.
For O=C(NC1CC1)c1scc2c1OCCO2 the results were TRPML3 agonist 0.1, zfTRPN1 agonist 1.2, BaF3 parental 4, TNF death inh -0.8, Ba/F3 V617F tox 0, CHOP inhibitor 6, RBBP9 inh 6, Wee1 stabilizer 5 and PPC-1+TRAIL kill -20.
Screening Cc1ccnc(NC2(C(F)(F)F)N=C(c3ccccc3)NC2=O)c1 (stereo not given) returned TRPML3 agonist 1.1, zfTRPN1 agonist 2.3, BaF3 parental 6, TNF death inh -2.7, Ba/F3 V617F tox 4, CHOP inhibitor 18, RBBP9 inh -1, Wee1 stabilizer -3 and PPC-1+TRAIL kill -18.
Screening Cc1cccc(OCC(=O)Nc2cc(C)ccc2O)c1 returned TRPML3 agonist -1.1, zfTRPN1 agonist -1.4, BaF3 parental 6, TNF death inh -14, Ba/F3 V617F tox 37*, RBBP9 inh -8, Wee1 stabilizer -2 and PPC-1+TRAIL kill -3.
Screening CC(C)C1CC(CCNCc2ccc(N(C)C)cc2)(c2ccccc2)CCO1 (stereo not given) returned TRPML3 agonist 0.9, zfTRPN1 agonist -1.6, BaF3 parental 4, TNF death inh -1.5, Ba/F3 V617F tox -1, CHOP inhibitor 28, RBBP9 inh 0, Wee1 stabilizer 2 and PPC-1+TRAIL kill 14.
Screening CC1=CC(C)C2(CO)COC(c3cccnc3)C1C2C (stereo not given) returned TRPML3 agonist 0.3, zfTRPN1 agonist 2.7, BaF3 parental 7, TNF death inh 0.0, Ba/F3 V617F tox 1, CHOP inhibitor 5, RBBP9 inh -6, Wee1 stabilizer 0 and PPC-1+TRAIL kill 14.
CC(=O)Nc1ccc2nc(NC(=O)c3ccc([N+](=O)[O-])s3)sc2c1 was read as TRPML3 agonist 1.4, zfTRPN1 agonist 2.0, BaF3 parental -6, TNF death inh -8.8, Ba/F3 V617F tox -1, CHOP inhibitor -10, RBBP9 inh -7, Wee1 stabilizer 0 and PPC-1+TRAIL kill 5.
Screening C=CCn1c(C)cc(C(=O)COc2ccc(S(=O)(=O)N3CCCC3)cc2[N+](=O)[O-])c1C returned TRPML3 agonist -1.0, zfTRPN1 agonist 2.5, BaF3 parental 9, TNF death inh 2.5, Ba/F3 V617F tox 4, CHOP inhibitor -10, RBBP9 inh -1, Wee1 stabilizer 0 and PPC-1+TRAIL kill 8.
For COc1ccc(CNC(=O)C(=O)NCC2OCCN2S(=O)(=O)c2ccc3c(c2)OCCO3)cc1 (stereo not given) the results were TRPML3 agonist 0.5, zfTRPN1 agonist -0.5, BaF3 parental 3, TNF death inh 0.0, Ba/F3 V617F tox 2, CHOP inhibitor 5, RBBP9 inh -13, Wee1 stabilizer 1 and PPC-1+TRAIL kill -5.
Screening Cc1cc2oc(=O)cc(CN3CCCCC3)c2cc1C(C)C returned TRPML3 agonist -0.5, zfTRPN1 agonist -2.0, BaF3 parental -1, TNF death inh -1.7, Ba/F3 V617F tox -1, CHOP inhibitor 30, RBBP9 inh -6, Wee1 stabilizer -2 and PPC-1+TRAIL kill -11.
O=C1CN(C(=O)CCCc2c[nH]c3ccccc23)c2ccccc2N1 was read as TRPML3 agonist 0.6, zfTRPN1 agonist 1.4, BaF3 parental 8, TNF death inh -5.7, Ba/F3 V617F tox 5, CHOP inhibitor 20, RBBP9 inh -6, Wee1 stabilizer -2 and PPC-1+TRAIL kill 1.
CCOC(=O)C(=N/O)/C(C)=N/NC(=O)C(=O)Nc1ccc(Cl)cc1 was read as TRPML3 agonist 1.6, zfTRPN1 agonist 5.3, BaF3 parental 9, TNF death inh -5.0, Ba/F3 V617F tox 0, CHOP inhibitor 73*, RBBP9 inh -17, Wee1 stabilizer 1 and PPC-1+TRAIL kill -6.
`COc1ccc(-c2csc(N(CCCN3CCOCC3)C(=O)c3ccco3)n2)cc1` gave TRPML3 agonist -0.1, zfTRPN1 agonist -1.4, BaF3 parental 7, TNF death inh -3.0, Ba/F3 V617F tox 5, CHOP inhibitor 31, RBBP9 inh -7, Wee1 stabilizer -2 and PPC-1+TRAIL kill 3.
For CCOc1ccccc1/C=C(/NC(=O)c1ccccc1)C(=O)NCC(=O)O the results were TRPML3 agonist 0.4, zfTRPN1 agonist 1.0, BaF3 parental 4, TNF death inh 1.3, Ba/F3 V617F tox 3, CHOP inhibitor 24, RBBP9 inh -2, Wee1 stabilizer -5 and PPC-1+TRAIL kill 14.
For Cc1ccc[n+](CC(=O)Nc2cc(C(F)(F)F)ccc2Cl)c1 the results were TRPML3 agonist 0.6, zfTRPN1 agonist -1.1, BaF3 parental 6, TNF death inh -2.8, Ba/F3 V617F tox 1, CHOP inhibitor -4, RBBP9 inh -7, Wee1 stabilizer -2 and PPC-1+TRAIL kill 8.
`c1ccc(Oc2cccc(OCCCCSc3ncccn3)c2)cc1` gave TRPML3 agonist -1.1, zfTRPN1 agonist -2.3, BaF3 parental -1, TNF death inh 0.9, Ba/F3 V617F tox -3, CHOP inhibitor 62, RBBP9 inh 1, Wee1 stabilizer 0 and PPC-1+TRAIL kill -7.
`COc1ccc(/C=N/N=C2\SC(CC(=O)O)C(=O)N2c2ccccc2)cc1` (stereo not given) gave TRPML3 agonist 0.4, zfTRPN1 agonist 0.0, BaF3 parental -2, TNF death inh 0.4, Ba/F3 V617F tox -5, CHOP inhibitor -15, RBBP9 inh -6, Wee1 stabilizer -3 and PPC-1+TRAIL kill 17.
Cc1cccc(-n2nc([N+](=O)[O-])c(=NCc3cccnc3)n2O)c1 was read as TRPML3 agonist -0.9, zfTRPN1 agonist -0.9, BaF3 parental 4, TNF death inh -4.3, Ba/F3 V617F tox 0, CHOP inhibitor -4, RBBP9 inh -7, Wee1 stabilizer 1 and PPC-1+TRAIL kill 10.
Screening COCCNCCCOc1ccc(Cl)cc1Br returned TRPML3 agonist 1.0, zfTRPN1 agonist 0.1, BaF3 parental 8, TNF death inh 6.3, Ba/F3 V617F tox 0, CHOP inhibitor 50, RBBP9 inh -5, Wee1 stabilizer 1 and PPC-1+TRAIL kill 22.
COCCNC(=O)C1CC(c2ccc(F)cc2)=NO1 (stereo not given) was read as TRPML3 agonist 0.2, zfTRPN1 agonist -0.7, BaF3 parental 7, TNF death inh 0.9, Ba/F3 V617F tox 3, CHOP inhibitor 27, RBBP9 inh -5, Wee1 stabilizer 1 and PPC-1+TRAIL kill -24.
Screening O=C(Cc1ccccc1)N/N=C/c1cccn1-c1ccc([N+](=O)[O-])cc1 returned TRPML3 agonist 0.4, zfTRPN1 agonist -0.3, BaF3 parental 5, TNF death inh 4.2, Ba/F3 V617F tox -2, CHOP inhibitor 23, RBBP9 inh -6, Wee1 stabilizer 6 and PPC-1+TRAIL kill 10.
For CCOC(=O)C1C(c2ccccc2)C(C(=O)OCC)C1c1ccccc1 (stereo not given) the results were TRPML3 agonist -0.2, zfTRPN1 agonist 1.2, BaF3 parental 3, TNF death inh -0.9, Ba/F3 V617F tox -3, CHOP inhibitor -11, RBBP9 inh -9, Wee1 stabilizer 0 and PPC-1+TRAIL kill 28.
`Cc1ccc(COC(=O)c2ccc3c(c2)C(=O)N(CCCN2CCOCC2)C3=O)cc1` gave TRPML3 agonist 0.9, zfTRPN1 agonist -0.2, BaF3 parental 2, TNF death inh 0.5, Ba/F3 V617F tox -5, CHOP inhibitor 32, RBBP9 inh -1, Wee1 stabilizer 1 and PPC-1+TRAIL kill -3.
